Compound activity (PubChem BioAssay)
H9c2 TAG inh: inhibitors of triacylglycerol accumulation. H9c2 cells, Nile Red lipid (TAG) fluorescence; cells loaded with 200 µM oleic acid. inhibition, % at 12.5 µM. 230,000 compounds, 0.66% hits;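 active = pattern-corrected inhibition of lipid staining of at least 50% with the nuclear-stain viability signal not falling by more than 50%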;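 also: 0% = DMSO wells and 100% = triacsin C control wells; some results filed as inactive read as strong as hits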
H9c2 TAG inh DAPI viability: further read-out of H9c2 TAG inh, marked with its call; DAPI nuclei signal change (viability), lower = more cytotoxic, %;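 whole-well DAPI fluorescence read on a plate reader as a viability signal; minus 50 percent equals half of cells still viable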
An asterisk follows results filed as active. These rows are one share of the data. The share of hits here may be higher or lower than overall.

structure | H9c2 TAG inh DAPI viability | H9c2 TAG inh
O=c1c2c3c(sc2ncn1/N=C/c1cccnc1)CCCC3 | -13 | 12
CCOC(=O)c1nnn(-c2nonc2N)c1COc1ccc(F)cc1 | 4 | 4
COc1ccc(CC(=O)NCc2nnc(SCC(=O)Nc3nccs3)n2-c2ccccc2)cc1 | -4 | 3
Cc1ccsc1/C=N/NC(=O)C(N)=O | -7 | 14
O=C(NNC(=O)c1ccccc1C(=O)O)c1ccc(O)cc1 | 9 | 3
CCOc1ccccc1N1CCN(C(=O)c2ccc(Cl)c(S(=O)(=O)N3CCCCC3)c2)CC1 | 0 | -32
CC1(C(=O)OCC(=O)Nc2ncc(Cl)cc2Cl)CC1(Cl)Cl (stereo not given) | 0 | -17
CCc1noc(C)c1C(=O)N(Cc1ccccc1)c1c(N)n(CCOC)c(=O)[nH]c1=O | 4 | -10
CS(=O)(=O)c1ccc(C(=O)Nc2ccc(N3CCCC3)cc2)c(Cl)c1 | 7 | -16
COc1cc(CO)ccc1OCC(=O)N1CCc2ccccc21 | 5 | -6
CCCOc1cc(N)ccc1C(=O)OCCN(CC)CC | -2 | 2
COc1ccc(CC(=O)Nc2cc(S(=O)(=O)N3CCOCC3)ccc2N2CCCC2)c(OC)c1 | 2 | 16

Further entries:
structure | H9c2 TAG inh DAPI viability | H9c2 TAG inh
C[C@@H]1CN([C@@H](C)CO)C(=O)c2cc(Br)cnc2O[C@H]1CN(C)Cc1cccc(C(=O)O)c1 | -7 | 7
CNC(=S)NNC(=O)c1oc2nc(-c3ccccc3)cc(C)c2c1N | 18 | 23
CN1C(=O)/C(=C/c2ccccc2OCc2cccc(F)c2)N(C)C1=S | -5 | 13
Cc1cc(=O)oc2c(CN3CCC(C)CC3)c(O)c(Cl)cc12 | 51 | 9
COc1ccc2c(CC(=O)OCC(=O)N(C)c3c(N)n(Cc4ccccc4)c(=O)[nH]c3=O)coc2c1 | -9 | 23
CCOC(=O)CSc1nc(N)c(C#N)c(CC(C)C)c1C#N | -16 | 18
Cc1ccsc1/C=C1\CCC(C2CCCC2)C1=O (stereo not given) | 5 | -9
CCN(CCCNS(=O)(=O)c1ccc2c(c1)oc(=O)n2C)c1cccc(C)c1 | 0 | -6
CCOc1cccc2sc(N(CCCN(C)C)C(=O)c3ccc(C(=O)c4ccccc4)cc3)nc12 | 11 | 17
Cc1nc2c(C(F)(F)F)cccc2c2c1CCS2 | -6 | 5
CCOC(=O)c1c[nH]c2c([N+](=O)[O-])cc(OC)cc2c1=O | -17 | 24
Cc1cccc(NC(=O)C2CC(=O)N(c3ccc4c(c3)OCCO4)C2)n1 (stereo not given) | -6 | -4

Next part.
structure | H9c2 TAG inh DAPI viability | H9c2 TAG inh
CCOC(=O)CSc1nnc(C)n1N | 5 | -12
CCCn1c(SCC(=O)N2CCCc3ccccc32)nnc1-c1ccccn1 | 7 | -12
Cc1ccc(NC(=O)CSc2nnc(-c3ccccc3C)o2)cc1C | 3 | -26
C=Cc1cnc([N+](=O)[O-])n1C | 7 | -17
O=C(NC1CC1)c1cccc(NC(=O)c2cn3ccccc3n2)c1 | -9 | 5
COc1ccc(-c2oc3ccc(-c4cc(OC)c(OC)c(OC)c4)cc3c2C#Cc2ccsc2)cc1 | 183 | -8
O=C(c1ccco1)N1CCN(C(c2ccc(Cl)cc2)c2nnnn2Cc2ccccc2)CC1 (stereo not given) | 13 | 11
Cc1ccc(Nc2nc3nonc3[nH]c2=O)cc1 | -6 | 3
COCCCn1c(=O)c2ccccc2n(Cc2ccc(C)cc2)c1=O | -12 | -5
CCCc1cc(NCCN(C)C)n2c(nc3ccccc32)c1C#N | 116 | 23
O=C(Cc1c(Cl)cccc1Cl)N/N=C/c1cccnc1 | -2 | -9
Cc1cccc(C(=O)OC(C)CN2CCN(C)CC2)c1 (stereo not given) | -5 | 0

More results follow:
structure | H9c2 TAG inh DAPI viability | H9c2 TAG inh
O=S1(=O)CCOC[C@H](CC2CCCCC2)N1Cc1ccccc1 | -2 | -5
Cc1c(NC(=O)CSc2nc3ccccc3s2)c(=O)n(-c2ccccc2)n1C | 4 | 0
COc1ccc(/C=N/n2c(-c3n[nH]c4c3CCC4)n[nH]c2=S)cc1 | -11 | -3
C[C@H](CO)N1C[C@H](C)[C@@H](CN(C)C(=O)c2cc(-c3ccccc3)on2)OCc2cn(nn2)CCCC1=O | 5 | 3
CC1CCCCC1NC(=O)c1ccc2c(c1)[nH]c(=O)n2C1CCCC1 (stereo not given) | 8 | 18
CCC(C)(C)NC(=O)C(c1ccc(C)cc1)N(CCN1CCOCC1)C(=O)CNC(=O)c1cccs1 (stereo not given) | 7 | -2
O=C(Nc1ccc(Oc2ccccc2)nc1)C1CCCCN1Cc1ccc(O)cc1 (stereo not given) | -8 | 18
CN1CCN(S(=O)(=O)c2cccc(C(=O)N(C)C(c3ccccc3)c3ccccc3)c2)CC1 | 6 | -23
O=C(O)CCn1[nH]c(=O)ccc1=O | -7 | 16
CCN1CCN(c2nc3c(c(=O)n(C)c(=O)n3C)n2CCSc2nccc(C)n2)CC1 | 0 | -6
Cc1ccc(C(=O)NCc2ccco2)cc1S(=O)(=O)N1CCOCC1 | 1 | -3
COCCn1c(Cc2ccccc2)nnc1SCc1nc2ccccc2c(=O)[nH]1 | -11 | 2

(listing goes on)
structure | H9c2 TAG inh DAPI viability | H9c2 TAG inh
COc1ccc(NC(=O)c2cc(C3CCCCN3C(=O)c3ccc4c(c3)CCO4)on2)c(C)c1 (stereo not given) | -5 | 13
Nc1nc(SCc2ccc3c(c2)OCO3)n[nH]1 | 6 | -17
CC12CCC(C(=O)Nc3cc(F)ccc3F)(CC1=O)C2(C)C (stereo not given) | -12 | 4
O=[N+]([O-])c1c(Nc2ccccn2)cc(Cl)c2nonc12 | -61 | 113
COc1ccc(-n2nnnc2CNC(=O)C(=O)c2c[nH]c3ccccc23)cc1 | 3 | -35
O=C(CCCC(=O)OCC(Cl)=C(Cl)Cl)Nc1cccc(F)c1 | 5 | 11
CS(=O)(=O)N1CCN(C(=O)COc2ccccc2)CC1 | -2 | 4
CCc1ccc2[nH]c(=O)c(C(c3nnnn3CC3CCCO3)N3CCCc4ccccc43)cc2c1 (stereo not given) | 8 | 2
NC(=S)NNC(=O)c1cccc(Cl)c1 | 4 | 5
Cc1ccc(NC(=O)c2ccccc2F)cc1S(=O)(=O)N1CCCCCC1 | -2 | -9
CCNC(=O)C1(C)CCCN(Cc2noc(-c3c(C)noc3C)n2)C1 (stereo not given) | -5 | -3
O=C(c1ccc(-c2nnc(Nc3cccc(Cl)c3)c3ccccc23)cc1)N1C[C@H]2C[C@H](C1)c1cccc(=O)n1C2 | 2 | 7

(further entries)
structure | H9c2 TAG inh DAPI viability | H9c2 TAG inh
Cc1[nH]c2ccccc2c1/C=N/Nc1nc(Nc2ccccc2)nc(N2CCOCC2)n1 | -64 | 150
CCC1Oc2ccccc2N(CC(=O)N2CC(C)CC(C)C2)C1=O (stereo not given) | 1 | 3
CCc1ccc2c(c1)C(=O)CCC2 | -2 | -3
CCN(CC)CCNC(=O)c1ccc(NC(=O)c2cccc(-n3cnnn3)c2)cc1 | 1 | 15
CC1CCCCC12NC(=O)N(CC(=O)NCCc1ccccc1)C2=O (stereo not given) | 1 | -31
O=C(NCC1CCCO1)c1ccc(CNS(=O)(=O)c2ccc(F)c(Cl)c2)cc1 (stereo not given) | -2 | 32
C[N+]1(CCNC(=O)/C=N/O)CCCCC1 | -5 | 2
COC(=O)CC(NC(=O)c1ccco1)c1ccc(C(C)C)cc1 (stereo not given) | -4 | -14
Cc1ccc(CNC(=O)CS(=O)Cc2nc(-c3ccccc3C)oc2C)cc1 (stereo not given) | -5 | 19
COc1ccc(CCNC(=O)COc2ccc3c(c2)OCO3)cc1 | 3 | -28
CCCN(Cc1nnc(-c2ccccc2Cl)o1)C(=O)c1cc([N+](=O)[O-])cc([N+](=O)[O-])c1 | 10 | -4
COC(=O)c1ccc(NC(=S)N2CCN(Cc3ccc(Cl)cc3)CC2)cc1 | 6 | 17

The list continues.
structure | H9c2 TAG inh DAPI viability | H9c2 TAG inh
CCCCCCCC1CC(CSC(=N)N)OC1=O (stereo not given) | 17 | -11
COc1cccc(Nc2nn3c(=O)c4ccccc4nc3s2)c1 | -1 | 20
CCCCN(Cc1nc2ccccc2c(=O)[nH]1)C(=O)COc1ccc(F)cc1Cl | -4 | 12
O=[N+]([O-])c1cc(S(=O)(=O)N2CCCC2)ccc1NN=C1CCCCC1 | -15 | 4
COCCn1nnnc1C(c1cccs1)N1CCN(c2cccc(C(F)(F)F)c2)CC1 (stereo not given) | 14 | -4
Cc1nc2ccccc2nc1OCC(=O)Nc1ccc2ccccc2c1 | 7 | 1
O=C1COc2ccccc2N1Cc1ccccc1Cl | 5 | 11
OCCOCCn1c(C(CO)Nc2nc(-c3ccccc3Br)cs2)nc2ccccc21 (stereo not given) | 3 | -22
CCOC(=O)c1nnc(-c2ccccc2)nc1Sc1c(Cl)cccc1Cl | -6 | 4
COc1ccc(OC)c(S(=O)(=O)N(C)CC(=O)N2CCOCC2)c1 | 4 | 3
COc1ccc(O)c(C(=O)c2cnn(S(=O)(=O)c3ccc(C)cc3)c2)c1 | -3 | 9
C=C1C(O)C[C@H]2C(=C)CCC3[C@H](OC(=O)[C@]3(O)CO)[C@@H]12 (stereo not given in full) | 0 | 13

Structures shown so far that contain a furan ring, fused or not, in the order listed:
structure | H9c2 TAG inh DAPI viability | H9c2 TAG inh
CNC(=S)NNC(=O)c1oc2nc(-c3ccccc3)cc(C)c2c1N | 18 | 23
COc1ccc2c(CC(=O)OCC(=O)N(C)c3c(N)n(Cc4ccccc4)c(=O)[nH]c3=O)coc2c1 | -9 | 23
COc1ccc(-c2oc3ccc(-c4cc(OC)c(OC)c(OC)c4)cc3c2C#Cc2ccsc2)cc1 | 183 | -8
O=C(c1ccco1)N1CCN(C(c2ccc(Cl)cc2)c2nnnn2Cc2ccccc2)CC1 (stereo not given) | 13 | 11
Cc1ccc(C(=O)NCc2ccco2)cc1S(=O)(=O)N1CCOCC1 | 1 | -3
COC(=O)CC(NC(=O)c1ccco1)c1ccc(C(C)C)cc1 (stereo not given) | -4 | -14

New compounds follow:
structure | H9c2 TAG inh DAPI viability | H9c2 TAG inh
O=CN1CCN(C(=O)c2ccccc2Cl)CC1 | 6 | 0
O=C(NCc1cc(C(F)(F)F)cc(C(F)(F)F)c1)C1CC(c2cccc([N+](=O)[O-])c2)=NO1 (stereo not given) | 3 | 7
Clc1cccc(Nc2nc(-c3ccncc3)nc3ccccc23)c1 | -20* | 67*
C=CCNc1nc(Nc2ccccc2F)nc(OCC)n1 | -12 | 15
S=C(NC1CCCCC1)N1CCOCCOCCN(C(=S)NC2CCCCC2)CCOCC1 | -8 | 6
CCOC(=O)c1ccc(N2C(=O)CC(Sc3nc(O)c(CC)c(=O)[nH]3)C2=O)cc1 (stereo not given) | 4 | -12
Cc1ccc(S(=O)(=O)N(C)C)cc1NC(=O)C1CCCN(C(=O)c2ccc(Cl)cc2)C1 (stereo not given) | -4 | -7
CC(C)CCC(C(=O)O)C(C)CC(=O)Nc1ccn(-c2ccccc2)n1 (stereo not given) | 5 | -14
COc1ccc(/C=C(\NC(=O)c2ccccc2)C(=O)NC2CCS(=O)(=O)C2)cc1 (stereo not given) | -1 | 0
c1ccc(-c2nnc(CN3CCCc4ccccc43)o2)cc1 | -1 | -4
COC(=O)c1ccccc1NC(=S)N1CCOCC1 | 6 | 2
CCOC(=O)c1cnc(Nc2nc3ccccc3o2)nc1CSC(=S)N1CCCCC1 | -69 | 74

Next results.
structure | H9c2 TAG inh DAPI viability | H9c2 TAG inh
Cc1cc(C)cc(OCC(=O)Nc2ccc(-n3cnnn3)cc2)c1 | 9 | -4
CC(=O)c1ccc(S(=O)(=O)Nc2ccc(-c3ccc4nncn4n3)cc2)cc1 | 6 | -9
CN(C)c1cccc(F)c1C(=O)NC(=O)Nc1ccc(Cl)cc1 | 0 | 19
Cc1ccc(NC(=O)c2ccc(-c3cc(Cl)ccc3Cl)o2)c(C)c1 | 1 | -39
CC1CCCCC1NC(=O)COC(=O)c1ccc(N(C)C)cc1 (stereo not given) | -5 | 27
COc1cc(OC)c(C(=O)Nc2ccncc2)cc1OC | -18 | 19
Cc1ccc(NC(=O)c2cc(S(=O)(=O)N(C)C)ccc2N2CCCC2)cc1F | -2 | 0
CC12CCC(C(N)C1=O)C2(C)C (stereo not given) | -3 | 13
CCOCCCNC(=O)C(c1ccc(C)cc1)N(Cc1cccs1)C(=O)c1ccccc1O (stereo not given) | -8 | 11
Cc1ccc(-c2nn(-c3ccccc3)cc2C2SCC(=O)N2Cc2ccccc2)o1 (stereo not given) | 5 | 4
COc1cc(C(=O)NCCOc2ccccc2C)c(Br)c(OC)c1OC | 4 | -5
CC1(C)CC(=O)C2=C(C1)N(c1ccc(F)cc1)C(N)=C(C#N)C2c1cccs1 (stereo not given) | 5 | -5

Following part:
structure | H9c2 TAG inh DAPI viability | H9c2 TAG inh
O=C1CN(C(=O)COC(=O)CCS(=O)(=O)c2ccccc2Cl)c2ccccc2N1 | -6 | 5
Cc1ccc(NS(=O)(=O)c2ccc3oc(=O)ccc3c2)cc1Cl | -2 | 3
CC(=O)c1ccc2c(c1)OCCOCCOCCOCCO2 | 5 | -10
CCSc1nnc(NC(=O)c2nn(C(C)C)c(=O)c3ccccc23)s1 | 5 | -9
O=C(NCc1cccs1)C1CCC(CNS(=O)(=O)c2ccccc2)CC1 (stereo not given) | -7 | 5
Cc1nc(C(=O)NNC(=O)c2cccc(Cl)c2)c(C(F)(F)F)o1 | -3 | 4
Clc1ccc(-c2nnc(SCc3nc(-c4ccccc4)no3)o2)cc1 | -1 | 0
Cc1cc(Cl)ccc1NC(=S)N1CCN(Cc2ccc3c(c2)OCO3)CC1 | -7 | -5
Cc1cc(N/N=C/c2ccccc2[N+](=O)[O-])nc(-n2nc(C)cc2C)n1 | -65 | 79
O=C(O)/C=C/c1coc2ccccc2c1=O | -11 | 2
Cc1ccc(NS(=O)(=O)c2cccc(C(=O)OCC(=O)NCc3ccco3)c2)cc1 | 1 | -5
